Screening results from PubChem BioAssay.
TRPML3 ag = agonists of human TRPML3 channel | HEK293 TRPML3-YFP, Fluo-8 calcium fluorescence; 100% = the carbachol control signal | 0.29% of 220,000 active | Q8TDD5 | activation, % at 3 µM | AID 1448;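 active = activation above its plate's cutoff, the mean activation of the plate's test wells plus 3 SD, cut at about 12% in these data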;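 also: 0% = DMSO only wells and 100% = carbachol wells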
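Test system: TRPML3-YFP stable HEK293 cells. Doses: single point at 3 µM. Incubation: dye loading 1 h 37 °C then 30 min ambient, 125 s read. Signal: Fluo-8 calcium dye fluorescence, ex 470-495, em 515-575 nm. Measure: percent activation from peak-to-basal fluorescence ratio, scaled between DMSO and carbachol.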
S1P4 antag = blocks the human S1P4 receptor. O95977. S1P4-expressing cells, antagonist mode, reporter read-out. inhibition, % at 4.98 µM. 0.26% of 220,000 active; in the data active = inhibition above about 29%;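 also: 0% = wells stimulated with agonist and 100% = vehicle wells without agonist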
Target sequence (O95977 whole entry, looked up): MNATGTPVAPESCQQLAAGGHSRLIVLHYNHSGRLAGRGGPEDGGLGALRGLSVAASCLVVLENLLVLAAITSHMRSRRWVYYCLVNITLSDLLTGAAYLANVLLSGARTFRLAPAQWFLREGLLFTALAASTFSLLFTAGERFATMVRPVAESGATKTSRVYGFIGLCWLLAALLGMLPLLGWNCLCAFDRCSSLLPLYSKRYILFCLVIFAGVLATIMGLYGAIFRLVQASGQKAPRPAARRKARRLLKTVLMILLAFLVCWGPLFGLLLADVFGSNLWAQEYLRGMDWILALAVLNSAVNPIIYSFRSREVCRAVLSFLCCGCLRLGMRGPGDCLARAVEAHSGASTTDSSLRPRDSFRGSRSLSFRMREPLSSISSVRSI
S1P4 ag = agonists of human S1P4 receptor. O95977. AID 1509. S1P4-expressing cell line, agonist reporter assay. activation, % at 4.98 µM. 0.35% of 220,000 active; in the data active = activation above about 11%;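 also: 0% = DMSO vehicle and 100% = reference agonist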
CHOP inh = blocks CHOP induction under ER stress. 3.8% of 220,000 active. CHO-K1 CHOP-promoter luciferase, tunicamycin-induced, 15-18 h. inhibition, % at 10 µM;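 active = compounds that reduced the stress-induced luciferase reporter signal by more than about 70% of percent inhibition, limit read from the data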;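 also: 0% = tunicamycin plus vehicle and 100% = wells without tunicamycin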
zfTRPN1 agonist = zebrafish TRPN1 (NompC) channel agonism | HEK293 zebrafish TRPN1-YFP, Fluo-8 calcium fluorescence; 100% = response to 87 µM carbachol | 0.18% of 220,000 active | activation, % at 3 µM;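 active = activation above its plate's cutoff, the mean activation of test wells on that plate plus 3 SD, cut at about 19% in these data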;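 also: 0% = DMSO alone and 100% = 87 µM carbachol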
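Material – zebrafish TRPN1-YFP in HEK293 cells · Doses – 3 µM single point · Schedule – dye 1 h 37 °C plus 30 min RT · Signal – Fluo-8 calcium fluorescence, excitation 470-495 nm, emission 515-575 nm · Read-out – % activation versus carbachol response · Control set – carbachol high, DMSO low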
NPY Y1 blocker = NPY-Y1 (human) receptor antagonism | AID 1040 | 1% of 200,000 active | P25929 | inhibition, % at 3.6 µM | HEK293-CNG Y1 cells, membrane potential fluorescence; NPY at EC95, then isoproterenol;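 active = inhibition above the campaign mean inhibition of all tested compounds plus 3 SD, cut at about 20% in these data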;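 also: 0% = DMSO wells given NPY plus isoproterenol and 100% = isoproterenol alone without NPY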
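Assay system: HEK293 cells with Y1 receptor plus CNG channel | Probe or stimulus: NPY (25 nM), isoproterenol (1 µM), Ro 20-1724 (25 µM) | Timing: Compound incubation 1 h at room temperature, readout 45 min post-stimulation | Measured by: Membrane-potential fluorescent dye readout | Benchmarks: High control isoproterenol alone, low control NPY with isoproterenol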
NPY-Y2 PAM-ag = human NPY-Y2 potentiation or agonism, primary screen. cells expressing NPY-Y2, potentiator/agonist read-out. AID 1359. 0.45% of 220,000 active. activation, % at 3.6 µM; in the data active = activation above about 27%;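 also: cells stimulated with NPY near EC25 plus isoproterenol at EC100; 0% = vehicle plus submaximal agonist and 100% = vehicle plus saturating agonist; some results beyond the cut were filed as inactive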
Target sequence (P49146 whole entry, looked up): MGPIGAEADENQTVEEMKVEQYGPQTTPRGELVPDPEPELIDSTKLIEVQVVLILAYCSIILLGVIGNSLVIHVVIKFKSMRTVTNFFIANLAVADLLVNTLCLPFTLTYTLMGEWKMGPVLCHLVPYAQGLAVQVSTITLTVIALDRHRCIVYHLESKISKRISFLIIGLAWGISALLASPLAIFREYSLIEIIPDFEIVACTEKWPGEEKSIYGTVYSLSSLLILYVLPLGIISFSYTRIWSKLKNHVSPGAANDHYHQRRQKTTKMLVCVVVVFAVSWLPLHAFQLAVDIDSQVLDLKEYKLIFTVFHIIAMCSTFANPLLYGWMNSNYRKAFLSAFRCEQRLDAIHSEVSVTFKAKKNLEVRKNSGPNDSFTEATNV
EP2 mod = modulators of human EP2 prostaglandin E2 receptor; P43116; EP2-expressing cells, cAMP HTRF FRET, PGE2 co-stimulation; induction, % at 25 µM; 0.83% of 260,000 active; AID 940;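 active = compounds whose cAMP rise, as percent of the full-agonist control response, exceeds 60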;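 also: rat C6 glioma line stably carrying human EP2 under a CMV promoter; the protocol text gives 20 µM as final concentration; 100% = response of wells given 1 µM PGE2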
NPY1 pot ag = potentiators or agonists of human neuropeptide Y receptor Y1; P25929; NPY-Y1 expressing cells, potentiator/agonist activation; activation, % at 3.6 µM; 0.37% of 220,000 active; in the data active = activation above about 33%, passing the limit was not always enough;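 also: cells stimulated with NPY at EC10 then isoproterenol at EC100; 0% = low agonist plus stimulus and 100% = saturating agonist plus stimulus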
* marks the source's active call; other numbers are inactive results; x = not tested or not shown; & = joins results of further samples.

SMILES	TRPML3 ag	S1P4 antag	S1P4 ag	CHOP inh	zfTRPN1 agonist	NPY Y1 blocker	NPY-Y2 PAM-ag	EP2 mod	NPY1 pot ag
COc1cccc(-n2c(SCC(=O)NC3CCCCC3)nc3n[nH]c(C)c3c2=N)c1	-1.0	-13	-0.5	34	-2.0	4	7	-14	6
CCc1c(C)[nH]n(-c2nc(-c3cccc([N+](=O)[O-])c3)cs2)c1=O	1.1	-2	-0.2	17	0.8	-4	3	13	24
CCOC(=O)C1(Cc2cccc(F)c2)CCN(C(=O)c2cscn2)CC1	-0.1	-1	-3.3	8	0.3	-2	-13	-15	0
CCOC(=O)c1ccc(NC(=O)c2ccc(C)c(S(=O)(=O)N3CCOCC3)c2)cc1	3.4	-4	-0.8	37	13	1	24	-30	-24
CCOc1ccc(NC(=S)N(CCCN2CCCC2)Cc2cccn2Cc2ccc(Cl)cc2)cc1	0.5	4	0.0	23	1.5	9	-8	-32	-15
CCCSCCCNC(=O)Cn1cc2c(n1)CCCCC2	0.2	2	0.4	36	-0.8	-2	-9	9	-5
C/C(Cc1ccccc1)=N\NC(=O)CNC(=O)/C=C\c1ccccc1	-0.5	-10	-0.2	8	-1.9	x	-14	-37	-15
Cc1ccc(C)c(Cn2c(CO)nc3ccccc32)c1	-0.6	-8	1.2	-9	-0.6	21*	-39	30	-26
C=CCn1c(CCNC(=O)c2cccs2)nnc1SCC(=O)Nc1cccc(F)c1	0.0	-1	-3.6	11	-0.9	1	-6	7	-18
NC(=O)C1CCCN(Cc2ccc(Cl)cc2)C1 (stereo not given)	0.2	16	0.1	8	0.3	-7	0	14	6
C/C(=N/N=C(/N)SCc1ccccc1)C(C)(C)C	1.0	-5	-0.7	-8	-0.9	0	1	-24	2
CCC(C)n1[nH]c(=O)c2c(C)cc(C)nc21 (stereo not given)	1.0	-21	1.3	0	-1.0	3	-9	26&-13	-2

Brought forward from above: 2 compounds; new compounds follow.
SMILES	TRPML3 ag	S1P4 antag	S1P4 ag	CHOP inh	zfTRPN1 agonist	NPY Y1 blocker	NPY-Y2 PAM-ag	EP2 mod	NPY1 pot ag
C/C(=N/N=C(/N)SCc1ccccc1)C(C)(C)C	1.0	-5	-0.7	-8	-0.9	0	1	-24	2
CCC(C)n1[nH]c(=O)c2c(C)cc(C)nc21 (stereo not given)	1.0	-21	1.3	0	-1.0	3	-9	26&-13	-2
O=c1[nH]c(-c2ccc(Cl)cc2)nc(=S)[nH]1	-0.8	11	-2.0	9	2.4	x	15	32	9
Cc1c(-c2ccccc2)nc(N)c(C#N)c1-c1cccs1	-0.6	0	0.1	34	-0.5	0	-17	4	13
CCCCN(CCCC)C(=S)N/N=C/c1c(C)[nH]n(-c2ccccc2)c1=O	-0.9	-14	1.6	49	-0.9	1	-3	-1	6
O=C(NC(=O)c1ccccc1)Nc1ccc(-c2cnco2)cc1	1.4	-4	1.0	-3	0.8	x	-4	-8	1
COc1ccc(NC(=S)NNC(=O)CCn2cc([N+](=O)[O-])cn2)cc1	0.9	1	1.4	9	-0.1	1	-9	-3	2
Cc1ccc(N(CC(=O)N/N=C/c2ccc(OC3CSC3)cc2)S(=O)(=O)c2ccccc2)c(C)c1	0.2	-2	0.2	51	-0.3	4	-2	50	-25
COc1cc(C2CC(=O)N3CN(c4ccccc4C)CSC3=C2C#N)cc(OC)c1OC (stereo not given)	0.8	10	2.7	-7	0.5	-5	10	19	-9
Cc1nnc(SCCCN2C(=O)c3ccccc3C2=O)o1	-0.3	-5	0.4	13	0.8	-3	22	25	7
COc1ccc(-c2nc(CSCC(=O)NCc3ccc4c(c3)OCO4)c(C)o2)cc1	0.6	-24	0.2	80*	2.0	11	-8	-36	-5
Cc1csc(Sc2ccc(S(=O)(=O)N3CCCC3)cn2)n1	0.5	-5	-1.9	18	2.3	-2	-5	2	-17
CC1CCc2c(sc(NC(=O)CSc3nc4c(c(C(F)(F)F)n3)CCc3ccccc3-4)c2C(N)=O)C1 (stereo not given)	-0.3	2	-1.5	6	0.3	-1	-12	21	-9
CC1CN(Cc2ccccc2)C(C)CC1O (stereo not given)	0.9	-2	0.2	35	1.4	10	-15	16&6	0

Some of the entries above in a different format:
O=C(NC(=O)c1ccccc1)Nc1ccc(-c2cnco2)cc1
  TRPML3 ag = 1.4	S1P4 antag = -4	S1P4 ag = 1.0	CHOP inh = -3	zfTRPN1 agonist = 0.8	NPY Y1 blocker = x	NPY-Y2 PAM-ag = -4	EP2 mod = -8	NPY1 pot ag = 1

Cc1c(-c2ccccc2)nc(N)c(C#N)c1-c1cccs1
  TRPML3 ag = -0.6	S1P4 antag = 0	S1P4 ag = 0.1	CHOP inh = 34	zfTRPN1 agonist = -0.5	NPY Y1 blocker = 0	NPY-Y2 PAM-ag = -17	EP2 mod = 4	NPY1 pot ag = 13

The list continues:
SMILES	TRPML3 ag	S1P4 antag	S1P4 ag	CHOP inh	zfTRPN1 agonist	NPY Y1 blocker	NPY-Y2 PAM-ag	EP2 mod	NPY1 pot ag
COc1ccc(/C=C(/NC(=O)c2cccs2)C(=O)Nc2ccc(C)cc2)cc1OC	0.2	-16	0.3	-24	-0.5	5	-17	6	-21
CC(=O)Nc1c([N+](=O)[O-])cc(C)c(Cl)c1[N+](=O)[O-]	0.4	3	1.3	-42	1.2	3	3	18	2
O=C(CN(CC1CCCO1)C(=O)CCC(=O)Nc1nccs1)NCC1CCCO1 (stereo not given)	0.7	-7	0.8	-7	0.5	-1	14	20&-3	-8
O=C(Nc1ccccn1)c1cccnc1	0.7	-13	0.3	-28	0.9	9	1	-4	-4
Cc1ccc(Cn2c(SCC(=O)N/N=C/c3ccc(C)o3)nc3ccccc32)cc1	0.1	8	-0.9	34	-1.1	-2	-5	40	0
CC(=O)Nc1ccc(S(=O)(=O)Nc2nc3ccc([N+](=O)[O-])cc3s2)cc1	1.4	-26	1.5	-14	-0.7	-2	-5	3	-3
Cn1nnc2cc(C(=O)NC3CC3)ccc21	1.4	-3	0.6	-1	1.5	-1	-6	-33&-9	14
CCc1ccc(NC(=S)Nn2cnnc2)cc1	0.9	-9	0.1	11	0.3	4	3	28	14
Cc1occc1-c1nnc(SCC(=O)NCc2cccs2)n1CC1CCCO1 (stereo not given)	-0.3	3	0.3	-4	-0.2	4	0	35	-7
C(=C/c1nccc2c1[nH]c1ccccc12)/c1ccc2c(c1)OCO2	0.4	-18	6.3	-9	-0.7	-2	9	-31	10
Cc1ccc(OCCSc2ncnc3nc[nH]c23)cc1	0.5	5	-1.1	28	0.1	-1	-12	-8	-28
COc1ccccc1-n1c(CNc2c(C)cccc2C)nnc1SCC(=O)N1CCOCC1	0.7	-4	1.4	-9	0.1	0	-17	-9	-7
Cc1onc(-c2ccccc2Cl)c1C(=O)Nc1nnc(C(C)C)s1	-0.2	3	-0.6	36	0.6	1	-6	15	-4
Cc1ccc2c(c1)C(O)(CC(=O)c1ccc3c(c1)OCO3)C(=O)N2 (stereo not given)	1.2	-4	-0.7	23	1.7	3	6	-13	-9
COc1ccc2oc(-c3ccccc3)c(C(=O)N3CCOCC3)c2c1	-0.2	5	1.0	-3	0.1	3	-6	-28	-8
CC1=CS/C(=C(/C#N)C(=O)N2CCOCC2)N1c1ccccc1	1.0	1	-0.2	-5	-0.3	2	6	10	7
COc1ccc(C)cc1S(=O)(=O)N1CCC(C(=O)N2CCOCC2)CC1	1.0	-16	1.0	-2	-0.4	4	3	0	16
Cc1ccc(-c2ccc(=O)n(CC(=O)NCCN(C)C)n2)cc1	0.3	-13	0.8	14	-0.8	-7	14	25	-18
CCc1ccc(/C(C)=N\Nc2ccc([N+](=O)[O-])cc2)cc1	1.1	-20	2.3	69	1.9	-6	39*	7	37
CCO[C@H]1OC(C(=O)N2CCCCCCC2)=C[C@@H](C2CCCCC2)[C@@H]1CCCO	0.1	17	-0.7	-8	-0.7	9	21	15	-8
FC(F)(F)c1nc(Oc2ccccc2)c2ccccc2n1	0.8	-19	0.0	83*	-0.9	10	-14	59	-16
Cc1occc1C(=O)NCCCCc1ccccc1	0.3	11	-0.1	-33	0.2	-3	-7	-27	-9
O=C(NNC(=S)Nc1ccc(F)c(Cl)c1)c1ccccc1Br	1.8	-17	-0.7	-16	4.7	9	4	-49	-16
O=C(CN1CCC(NC(=O)Cc2ccccc2)CC1)Nc1cccc2ccccc12	0.2	-7	-2.5	6	0.0	2	-21	-13	12

Marked active in CHOP inh (from the list above):
molecule	TRPML3 ag	S1P4 antag	S1P4 ag	CHOP inh	NPY Y1 blocker	NPY-Y2 PAM-ag	EP2 mod	NPY1 pot ag
COc1ccc(-c2nc(CSCC(=O)NCc3ccc4c(c3)OCO4)c(C)o2)cc1	0.6	-24	0.2	80*	11	-8	-36	-5
FC(F)(F)c1nc(Oc2ccccc2)c2ccccc2n1	0.8	-19	0.0	83*	10	-14	59	-16

(more compounds)
SMILES	TRPML3 ag	S1P4 antag	S1P4 ag	CHOP inh	zfTRPN1 agonist	NPY Y1 blocker	NPY-Y2 PAM-ag	EP2 mod	NPY1 pot ag
O=C(Nc1ccccc1N1CCN(C(=O)c2ccccc2)CC1)c1ccccc1Cl	0.4	2	-0.1	-5	1.5	x	-8	-1	-1
CC1(C)Cc2c(sc3c2C2=NCCN2C=N3)CS1	0.6	4	-1.3	0	0.5	-3	9	23	-13
CC1(C)CC(NC(=O)COc2ccc([N+](=O)[O-])cc2)CC(C)(C)N1	0.8	-12	0.5	11	-0.7	-2	4	-11	10
Cc1nn(-c2ccccc2)c(Oc2ccccc2)c1C=O	-1.7	-3	0.3	15	-2.2	-4	-2	49	3
CCOC(=O)N1CCN(C(=O)CSc2ccc(-c3cccnc3)nn2)CC1	1.0	11	0.0	5	0.4	6	4	-1	27
COc1ccc(C2=NCCc3cc(OC)c(OC)cc32)cc1	0.1	-5	-1.0	20	0.5	-1	-10	4	-3
NC(=O)[C@@H]1CCCCNc2c(F)cc([N+](=O)[O-])cc2C(=O)N[C@@H](CC(=O)O)C(=O)N[C@@H](CCC(=O)O)C(=O)N1	1.2	-8	0.1	7	-0.1	2	-1	36	-11
COc1ccc(C(=O)NC(=S)Nc2ccc3c(c2)Cc2ccccc2-3)cc1	0.8	-2	6.3	4	-0.1	-3	-1	1	-11
CCCOc1cc(CN2CCCCC2)cc(C(C)=O)c1	1.2	1	-0.8	11	1.8	4	-16	15	-3
Cc1cc(C)c2c(NC(=S)Nc3ccccc3)n[nH]c2n1	0.9	-5	-1.4	-11	0.6	4	-7	-75	-6
COc1ccccc1Nc1nc(-c2sc(NC(=O)c3ccc([N+](=O)[O-])cc3)nc2C)cs1	0.1	-2	1.4	41	-0.2	2	-1	-8	-13
Cc1c(Br)c([N+](=O)[O-])nn1CC(=O)NCc1cccnc1	0.3	-4	2.5	2	-0.9	4	-7	24	-11

Taken from above.
EP2 mod with Cc1c(Br)c([N+](=O)[O-])nn1CC(=O)NCc1cccnc1 : 24
NPY Y1 blocker with C=CCn1c(CCNC(=O)c2cccs2)nnc1SCC(=O)Nc1cccc(F)c1 : 1
S1P4 antag with Cc1ccc(OCCSc2ncnc3nc[nH]c23)cc1 : 5
